# Screening results as filed in PubChem BioAssay.
# TRb-SRC2 inh: TRbeta-SRC2 interaction inhibition; P10828; TRbeta-SRC2 peptide binding, fluorescence polarization; receptor liganded with 1 µM T3; Potency, µM (titrated, usually from 106 µM), without a hit: at the highest dose activity change, negative = inhibition, hits mostly inhibitors; 280,000 compounds, 0.065% hits; AID 1469;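 also: plate controls were bound peptide for no effect and peptide without receptor for full effect; nearly all actives have a fitted effect of over 50% in size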
# Target sequence (P10828 whole entry, looked up): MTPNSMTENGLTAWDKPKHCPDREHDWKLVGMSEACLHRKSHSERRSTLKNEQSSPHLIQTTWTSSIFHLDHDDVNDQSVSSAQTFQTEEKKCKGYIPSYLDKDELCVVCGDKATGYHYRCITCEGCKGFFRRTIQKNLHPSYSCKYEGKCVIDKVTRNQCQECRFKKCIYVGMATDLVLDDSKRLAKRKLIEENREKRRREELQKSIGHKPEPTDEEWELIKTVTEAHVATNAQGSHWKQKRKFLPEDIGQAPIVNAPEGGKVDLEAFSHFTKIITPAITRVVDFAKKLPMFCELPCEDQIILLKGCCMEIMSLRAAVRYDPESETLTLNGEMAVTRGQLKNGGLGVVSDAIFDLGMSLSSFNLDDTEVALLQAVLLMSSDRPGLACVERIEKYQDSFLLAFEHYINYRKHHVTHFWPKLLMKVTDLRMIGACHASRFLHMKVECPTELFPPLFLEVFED
#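 Decrease in fluorescence polarization of 20 nM Texas Red SRC2 coactivator peptide flagged inhibition of its binding to 0.6 uM TRb LBD; 1 uM T3 included, incubation 5 hr, ex 555/em 632 nm.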
# Tau fluor cs: counter-screen for tau fibril formation inhibitors | 280,000 compounds, 0.93% hits | tau K18 P301L Alexa594 fluorescence, heparin fibrillization | Potency, µM (highest dose often 57.7 µM), without a hit: at the top dose activity change, negative = decrease | AID 1463; also: % is scaled to controls: 0 for no effect and ±100 for the full control effect; nearly all actives have a fitted effect of over 55% in size
#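 Human tau K18 P301L (15 uM unlabeled, 0.24 uM Alexa 594-labeled) in 100 mM sodium acetate pH 7 with 20 uM heparin, 6 hr at 37 C. ThT 30 uM added, 1 hr ambient; Alexa 594 FP and total fluorescence read at 555/632 nm.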
# TR SRC2 fluor cs: alters Texas Red total fluorescence, flagging assay interference. TRb/SRC2 Texas Red total fluorescence interference. Potency, µM (series often up to 106 µM), for inactives: top-dose fluorescence change, negative = quenching. 280,000 compounds, 0.29% hits. AID 1479; active = well fitted curve in either direction with a large enough effect; inconclusive = small, poorly fitted or top-dose-only effect; also: % is scaled to controls: 0 for no effect and ±100 for the full control effect
#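 Human TRb ligand-binding domain at 0.6 uM with 20 nM Texas Red SRC2 peptide in Tris buffer containing 1 uM T3 and 5% DMSO, incubated with compound 5 h at ambient temperature. Total fluorescence (555/632 nm) calculated as parallel + 2 × perpendicular.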
# L3MBTL1 inh: inhibitors of human L3MBTL1 | Potency, µM (series often up to 57.1 µM), inactives show at the highest dose activity, negative = inhibition, actives largely listed as inhibitors | AlphaScreen L3MBTL1–H3K9me1 peptide binding | Q9Y468 | 230,000 compounds, 0.66% hits; also: % is scaled to controls: 0 for no effect and ±100 for the full control effect; nearly all actives have a fitted effect of over 60% in size
#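 L3MBTL1 (50 nM) pre-complexed 30 min with biotinylated H3(1-15)K9me1 peptide (75 nM), then compounds added for 30 min at room temperature; AlphaScreen streptavidin donor/nickel chelate acceptor beads (10 ug/mL final) read after 30 min dark incubation.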
# RECQ1 helicase: RECQ1 (human) helicase inhibition | P46063 | RECQ1 DNA unwinding, red fluorescence kinetic read | Potency, µM (series often up to 57.3 µM), inactives show top-dose activity, negative = inhibition, actives largely listed as inhibitors | 240,000 compounds, 0.54% hits;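 also: plate controls were vehicle for no effect and no enzyme for full effect; nearly all actives have a fitted effect of over 30% in size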
#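 RECQ1T1 50 nM; forked duplex (20 bp + 30-nt ss tails) 200 nM, ATP 2 mM final; pH 8.0, 2 mM MgCl2, 2.5 ug/ml poly(dI-dC); 15 min compound preincubation; discontinuous kinetic read over 2 h at RT.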
# HTT ATP protect: cytoprotection in Huntington HTT-Q103 PC12 cell model; PC12 HTT-Q103 induced, cytoprotection, ATP luminescence, 40 h; Potency, µM (highest dose often 56.4 µM), for inactives: cytoprotection (ATP increase), usual class: activators; 230,000 compounds, 0.14% hits;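 also: % of control where 0% means no effect; nearly all actives have a fitted effect of over 45% in size; toxic huntingtin expression switched on by the ecdysone agonist tebufenozide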
#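 Compounds added alongside 100 nM tebufenozide, which induces toxic Q103 huntingtin exon 1-GFP in stable PC12 cells; surviving cells quantified by luminescent ATP measurement. Medium: phenol red-free DMEM, 5% equine and 5% calf serum.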
# Tau fibril FP: blocks human tau fibril formation measured by polarization; K18 P301L tau heparin fibrillization, Alexa594 FP, 6 h; Potency, µM (series often up to 57.7 µM), for the others: top-dose activity, negative = inhibition, hits mostly inhibitors; 280,000 compounds, 0.39% hits; also: % is scaled to controls: 0 for no effect and ±100 for the full control effect; nearly all actives have a fitted effect of over 55% in size
# Target sequence (P10636 561-689 P618L limits assumed): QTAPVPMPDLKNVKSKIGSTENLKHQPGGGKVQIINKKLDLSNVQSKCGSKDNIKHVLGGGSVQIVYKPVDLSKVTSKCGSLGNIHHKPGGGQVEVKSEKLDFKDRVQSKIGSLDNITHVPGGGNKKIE
#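 K18 P301L tau (15 uM unlabeled/0.24 uM Alexa 594-labeled, final) + compound + heparin 20 uM final; 100 mM NaOAc pH 7; 6 hr 37 C; ThT 30 uM final added, 1 hr RT; FP ex 555/em 632 nm.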
# Tau ThT inhib: tau fibrillization inhibition (ThT binding); P10636; recombinant tau K18 P301L (four-repeat tau fragment), heparin-induced fibrillization, ThT fluorescence; 270,000 compounds, 2.1% hits; Potency, µM (top dose mostly 57.4 µM), inactives show top-dose activity, negative = inhibition, hits mostly inhibitors; AID 1460; also: % is scaled to controls: 0 for no effect and ±100 for the full control effect; nearly all actives have a fitted effect of over 55% in size
#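 Tau K18 P301L fragment (15 uM unlabeled plus 0.24 uM Alexa 594-labeled) in 100 mM sodium acetate pH 7 with compound, fibrillization induced by 20 uM heparin for 6 hr at 37 C. Thioflavin T (30 uM) added, fluorescence read after 1 hr (ex 450, em 510 nm).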
# Starred values were filed as active, the others as inactive; i = inactive; ? = inconclusive; nt = not tested or not shown; & = joins results of further samples; [ ] = dose if it differs, or a comment. Unless noted, calls follow the shape of the dose curve; as a rule, active = well fitted curve in the direction sought with a large enough effect; inconclusive = small, poorly fitted or top-dose-only effect, or another doubt; inactive = no such curve, though single readings can be large; an effect the other way counts as inactive or inconclusive. Potency is read from the fitted curve at half-maximal effect. This is a subset; the hit share may differ from the screen's.
SMILES,TRb-SRC2 inh,Tau fluor cs,TR SRC2 fluor cs,L3MBTL1 inh,RECQ1 helicase,HTT ATP protect,Tau fibril FP,Tau ThT inhib
O=c1[nH]c(=O)n(C2CCCCCC2)c(O)c1C=NCCCN1CCOCC1,-16%,5%,-2%,1%,-10%,3%[0.074 µM],6%,-4%
O=P(Nc1cccc(F)c1)(Oc1ccccc1F)Oc1ccccc1F,3%,-20%,-2%,12%,-11%,4%[10 µM],4%,0%
NCC#Cc1ccccc1,0%,-12%,-3%,nt,-8%,-68%[1.9 µM],0%,-6%
N#CCN1CCN(c2ccc(C(F)(F)F)cc2)CC1,5%,-6%,1%,1%,-10%,nt,11%,-3%
COP(=O)(OC)[C@@H](O)C(Cl)(Cl)Cl,-2%[53 µM],nt,2%[53 µM],nt,2%[25.9 µM],-8%[40.3 µM],nt,nt
CC(C)c1ccc(NC(=O)c2ccc(F)c(S(=O)(=O)N3CCc4ccccc4C3)c2)cc1,8%,-23%,-1%,nt,nt,nt,?,-6%
CCc1ccc(OCC(=O)N2CCN(CCc3ccccn3)CC2)cc1,5%,4%,-24%,nt,nt,nt,1%,5%
Cc1c(C(=O)N2CCC3(CC2)OCCO3)oc2ccccc12,3%,10%,-5%,-4%[11.4 µM],1%,-12%[0.074 µM],6%,2%
CCCOP(=O)(O)c1c([N+](=O)[O-])cc(C(F)(F)F)cc1[N+](=O)[O-] (tested in a mixture with another compound),-3%,-6%,0%,nt,-5%,-25%,1%,-14%
CCCCn1c(O)c(C(=O)/C=C/c2c[nH]c3ccccc23)c(=O)[nH]c1=O,-1%,-27%,-1%,nt,i,-16%[10 µM],?,nt
O=c1[nH]c(O)c(C=NCCc2ccccc2)c(=O)[nH]1,-4%,4%,6%,9%,1%,-23%[10 µM],-4%,4%
Nc1ccccc1C(=O)c1ccccc1,-6%,-9%,-2%,nt,-8%,-27%,?,-17%
O=C1OC(c2ccc(O)c(S(=O)(=O)O)c2)(c2ccc(O)c(S(=O)(=O)O)c2)c2c(Br)c(Br)c(Br)c(Br)c21,3%,-4%,0%,nt,-11%,?,-3%,?
C=Cn1ccnc1P(=S)(c1nccn1C=C)c1nccn1C=C,0%,-11%,-1%,2%,-10%,-9%,-7%,-12%
COc1ccccc1-n1c(O)c(C=NCc2ccc3c(c2)OCO3)c(=O)[nH]c1=O,-2%,-3%,-4%,-1%,-15%,-3%[0.074 µM],1%,-5%
CCOc1cc(C=O)ccc1O,4%[201 µM],nt,-7%[201 µM],-3%,-4%,3%,nt,nt
CCOC(=O)c1c(N)n(CCCOC(=O)c2ccco2)c2nc3ccccc3nc12,1%,-12%,-5%,nt,-1%,3%,-6%,-18%
ClC(Cl)=C(Cl)Cl,1%&9%,nt,-5%&-2%,nt,3%&33%,-5%&2%,nt,nt
O=C(Nc1ccc(Br)cc1C(=O)c1ccccc1)c1ccccc1,-3%,?,0%,nt,nt,nt,-8%,?
CCOc1ccc2nc(N3CCC(C(=O)N4CCC5(CC4)OCCO5)CC3)sc2c1,-5%,-24%,-7%,nt,6%,-41%[inhibitor],5%,?
Clc1ccccc1CN1CCN(c2ccccc2Cl)CC1,-12%,-14%,0%,nt,-6%,-14%,0%,-23%
COc1cc2c(cc1OC)C13CCN4CC5=CCOC6CC(=O)N2C1C6C5CC43 (configuration not stated) (tested in a mixture with another compound),-2%,6%,-2%,4%,i,10%[10 µM],7%,2%
O=C1NC(=S)NC(=O)C1C1CCCCC1,-6%,-5%,-4%,nt,-3%,16%[10 µM],?,-3%
CCOP(=O)(OCC)C(NC(=O)c1cccc([N+](=O)[O-])c1)C(Cl)(Cl)Cl (configuration not stated),-2%,-5%,-11%,nt,-7%,1%[10 µM],3%,nt
CC(=O)OC1C2C(OC(=O)Cc3ccccc3)C(C)CC2(OC(C)=O)C(=O)/C(C)=C/C2C(CC[C@@]13CO3)C2(C)C (some centres not stated),-1%,-3%,-1%,nt,2%,24%,11%,4%
# More structures follow.
SMILES,TRb-SRC2 inh,Tau fluor cs,TR SRC2 fluor cs,L3MBTL1 inh,RECQ1 helicase,HTT ATP protect,Tau fibril FP,Tau ThT inhib
Oc1cc2c(cc1O)[C@H]1c3ccccc3CN[C@H]1CC2,-11%&-10%,?,-3%&-1%,nt,-1%,-29%&-48%,?,?
CCC1(c2ccccc2)C(=O)N(C)C(=O)N(C)C1=O,0%,1%,3%,nt,i,-30%,5%,-3%
CC(C)(C)c1ccc(OC(=O)N2CCCCC2)cc1,12%,-13%,-2%,12%,i,1%,-7%,?
N#CSCSC#N,-5%[201 µM],nt,1%[201 µM],nt,-10%,-93%[inhibitor],nt,nt
CC(=O)OC1(c2ccccc2)CC(C(C)(C)C)CN(C(C)(C)C)C1 (configuration not stated),4%,3%,-2%,9%,-11%,nt,6%,-5%
COC(=O)C(C)Oc1cc(C)cc2oc(=O)c3c(c12)CCCC3 (configuration not stated),-20%,-3%,-1%,nt,i,-14%,-3%,-6%
CCCOc1ccc(N2C(=O)CC(N3CC=C(c4ccccc4)CC3)C2=O)cc1 (configuration not stated),6%,-20%,-6%,-12%[11.4 µM],-1%,-20%,?,32µM*
CN1C[C@H](CO)C=C2c3cccc4[nH]cc(c34)C[C@@H]21,-2%[53 µM],nt,-3%[53 µM],nt,-12%[25.9 µM],?,nt,nt
CCCCCC[C@H]1C(=O)O[C@H](C)[C@H](NC(=O)c2cccc(NC=O)c2O)C(=O)O[C@@H](C)[C@H]1OC(=O)CC(C)C,-3%[53 µM],nt,0%[53 µM],nt,-4%[25.9 µM],-145%[inhibitor][17.1 µM],nt,nt
CC(=O)N1CCN(CC(=O)Nc2ccc(C#N)c(Cl)c2)CC1,2%,-4%,4%,nt,4%,17%,-10%,-3%
O=c1[nH]c(=S)[nH]c(O)c1N=Nc1ccc(S(=O)(=O)N2CCOCC2)cc1,-12%,-7%,-8%,-10%,i,17%[10 µM],-7%,?
O=C1CC2OCC=C3CN4CC[C@]56c7ccccc7N1C5C2[C@H]3C[C@H]46 (some centres not stated),6%,-4%,0%,nt,20%,11%,-1%,-4%
N#CC(C#N)=NNc1ccc(-n2ccc(C(F)(F)F)n2)cc1,-3%,-14%,0%,nt,-17%,-53%[inhibitor][10 µM],8%,nt
Cc1cccc(CSc2nc3c(cc2C#N)CN(C)CC3)c1,-4%,?,-2%,-3%,-9%,2%[10 µM],6%,?
CC1(C)Cc2c(sc3nc4n(-c5ccccc5)c(=O)c(CCC(=O)O)nn4c(=O)c23)CO1,-1%,-24%,-3%,4%,-6%,10%[10 µM],-19%,?
CCc1ccc(N2C(=O)NC(=O)C(Cc3ccc(OC)cc3OC)C2=O)cc1 (configuration not stated),-5%,-16%,-3%,nt,-2%,-1%,?,?
C[C@@H](N)Cc1cnc[nH]1,-5%&-5%&-2%,-5%&1%&-3%,1%&-3%&0%,nt,-4%&0%&-4%,-5%&-6%,-1%&3%&-2%,-8%&2%&-5%
CSc1nc(N)c(N=Nc2ccc([As](=O)(O)O)cc2)c(=O)[nH]1,-5%,?,-9%,-5%,-8%,1%[10 µM],-9%,20µM*
CCOC(=O)C(NC(=O)CCl)(Nc1ccc(C(O)(C(=O)OCC)C(F)(F)F)cc1)C(F)(F)F (configuration not stated),8%,-9%,-3%,-3%,-1%,13%[10 µM],-9%,-17%
Cc1ccc(-c2nn(Cc3ccccc3)cc2C=O)cc1C,3%,-2%,-1%,23%,-25%,5%[10 µM],2%,-8%
CN1C2CCC1CC(OC(=O)c1ccc([N+](=O)[O-])cc1)C2 (configuration not stated),-5%,11%,1%,5%,5%,18%[0.074 µM],-2%,10%
COc1cccc(N2CCN(Cc3ccc(Cl)cc3)CC2)c1,14%,-17%,1%,-24%,-5%,8%,0%,-12%
CCC(C)n1c(O)c(/C=N/Nc2ccccc2)c(=O)[nH]c1=S (configuration not stated),-2%,?,0%,-17%,-8%,8%[10 µM],-8%,18µM*
CCOC(=O)C1SC2(C(F)(F)F)CC1(O)c1c(C)cc(C)nc1O2 (configuration not stated),-9%,-1%,3%,-7%,?,-8%[0.074 µM],-9%,-1%
Cn1cccc1/C=C1\C(=O)NC(=O)N(Cc2ccccc2)C1=O,-1%,-19%,-1%,nt,?,-2%[10 µM],3%,?
# Later entries:
SMILES,TRb-SRC2 inh,Tau fluor cs,TR SRC2 fluor cs,L3MBTL1 inh,RECQ1 helicase,HTT ATP protect,Tau fibril FP,Tau ThT inhib
CCC(=NCCCN(C)C)c1c(O)n(-c2ccc(OC)cc2)c(=O)[nH]c1=O,-3%,-5%,2%,1%,-17%,-3%[0.074 µM],-2%,-8%
C[N+](C)(C)c1ccccc1,-3%,2%,-1%,-13%,-2%,-16%,-2%,1%
COc1ccc(CCNCc2ccc(F)cc2)cc1OC,-2%,-11%,-2%,nt,-8%,7%,3%,-11%
CC(C)[C@H](CN(N=O)[C@@H](Cc1ccccc1)CN(C)N=O)N(CCc1ccccc1)N=O,-7%,-16%,0%,-15%,-9%,5%[10 µM],?,-8%
CC(O)CCl (configuration not stated),4%[201 µM],nt,-4%[201 µM],nt,-1%,-1%,nt,nt
Cc1nc2ccccc2c(=O)n1-c1ccccc1C(F)(F)F,-6%,-5%,-4%,39%[activator],0%,-17%,1%,-5%
O=C(NCCCn1ccnc1)C(Cl)(Cl)Cl,-6%,8%,0%,6%,i,-54%[inhibitor],-6%,9%
C/C(=N\N1CCCCCC1)c1c(O)n(-c2ccccc2C)c(=O)[nH]c1=O,-3%,-10%,0%,3%,-1%,2%[10 µM],-2%,-8%
